CAL-PDZ inh HTS: untagged CAL PDZ binding inhibitors, primary screen, biochemical, fluorescence polarization, HTS | purified CAL PDZ, TMR-peptide fluorescence polarization, 1 h | 300,000 tested, 0.92% active | Golgi-associated PDZ and coiled-coil motif-containing protein (Homo sapiens), Q9HD26 | inhibition, % at 24.9 µM | AID 602252, 2012;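 active = mean inhibition of at least 30% with at least half of replicates also reaching 30%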;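 also: 0% = DMSO neutral control and 100% = excess unlabeled competitor peptide PRC23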
V-ATPase pHluor: regulators of yeast V-ATPase proton pumping, primary screen, pHLuorin cytosolic pH fluorescence; S. cerevisiae; response, % at 10 µM; 350,000 tested, 0.37% active; AID 504577, 2011; in the data active = response mostly above about 7.3%, no sharp cut-off; inactive = mostly below about 5.4%; also: actives read high; inactives centre near 0; some compounds called inactive have numbers as strong as hits; reference of the scale not given here
OPRM1-OPRD1 ag: agonists of OPRM1-OPRD1 heterodimerization, primary screen, cell-based, luminescence; Mu-type opioid receptor (Homo sapiens) + Delta-type opioid receptor (Homo sapiens), …; cells; 340,000 tested, 0.3% active; activation, % at 9.3 µM; in the data active = activation above about 18%;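 also: 0% = vehicle-treated cells and 100% = reference agonist; values of inactives mirror those of a sister screen read the other way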
cardiac RTF act: cardiac RTF calcium sensitivity activators, primary screen, biochemical, IANBD-TnC fluorescence, EC20 calcium | 340,000 tested, 0.24% active | AID 493008, 2010 | Troponin I, cardiac muscle (Homo sapiens) + Troponin T, cardiac muscle (Homo sapiens) + … | IANBD-labeled TnC RTF fluorescence at EC20 calcium; 0% EC20 calcium, 100% full calcium | activation, % at 7.2 µM;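 active = activation above the mean over all tested compounds plus 3 SD, cut at about 30% in these data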;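 also: rise in fluorescence read as greater calcium sensitivity of cardiac thin filaments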
RTF Ca sens inh: cardiac RTF calcium sensitivity inhibitors, primary screen, biochemical, IANBD-TnC fluorescence, EC70 calcium | inhibition, % at 7.15 µM | AID 493244, 2011 | 340,000 tested, 0.12% active | IANBD-labeled cardiac RTF, Ca2+ fluorescence;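 active = inhibition above the mean inhibition of all tested compounds plus 3 SD, cut at about 17% in these data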;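 also: assay run at fixed EC70 calcium of 1.6 mM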
HTR5A ag: HTR5A agonists in luminescence cell assay, primary screen, counter-screen for OPRM1-OPRD1 heterodimer agonist project, full-deck HTS; 5-hydroxytryptamine receptor 5A (Homo sapiens), P47898; cell-based; activation, % at 9.3 µM; 340,000 tested, 0.61% active; AID 504692, 2011; in the data active = activation mostly above about 9.5%, no sharp cut-off; inactive = mostly below about 7.6%;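 also: 0% = cells with vehicle only and 100% = reference agonist; strong numbers were not always called active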
Target sequence (P47898 whole entry, looked up): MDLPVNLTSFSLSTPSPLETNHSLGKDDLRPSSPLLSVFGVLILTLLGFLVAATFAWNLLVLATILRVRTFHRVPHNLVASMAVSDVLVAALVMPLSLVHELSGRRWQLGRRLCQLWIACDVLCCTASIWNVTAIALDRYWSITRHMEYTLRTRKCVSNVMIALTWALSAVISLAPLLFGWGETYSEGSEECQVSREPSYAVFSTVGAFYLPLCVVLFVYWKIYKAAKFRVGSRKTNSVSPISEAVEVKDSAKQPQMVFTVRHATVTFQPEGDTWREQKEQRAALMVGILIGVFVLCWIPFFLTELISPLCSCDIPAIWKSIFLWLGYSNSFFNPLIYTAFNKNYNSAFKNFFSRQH
Keap1-Nrf2 PPI: Keap1-Nrf2 protein-protein interaction inhibitors, primary screen, biochemical, fluorescence polarization, single point; inhibition, % at 9.4 µM; AID 504523, 2011; Kelch-like ECH-associated protein 1 (Homo sapiens), Q14145; 340,000 tested, 0.15% active; Keap1 Kelch-Nrf2 peptide fluorescence polarization, 1536-well; in the data active = inhibition above about 12%;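 also: human Keap1 Kelch domain with fluorescein labeled Nrf2 9mer peptide probe; 0% = neutral control wells and 100% = peptide positive control; higher means more block of Keap1 binding to Nrf2 peptide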
Target sequence (Q14145 whole entry, looked up, the tested form may be a part): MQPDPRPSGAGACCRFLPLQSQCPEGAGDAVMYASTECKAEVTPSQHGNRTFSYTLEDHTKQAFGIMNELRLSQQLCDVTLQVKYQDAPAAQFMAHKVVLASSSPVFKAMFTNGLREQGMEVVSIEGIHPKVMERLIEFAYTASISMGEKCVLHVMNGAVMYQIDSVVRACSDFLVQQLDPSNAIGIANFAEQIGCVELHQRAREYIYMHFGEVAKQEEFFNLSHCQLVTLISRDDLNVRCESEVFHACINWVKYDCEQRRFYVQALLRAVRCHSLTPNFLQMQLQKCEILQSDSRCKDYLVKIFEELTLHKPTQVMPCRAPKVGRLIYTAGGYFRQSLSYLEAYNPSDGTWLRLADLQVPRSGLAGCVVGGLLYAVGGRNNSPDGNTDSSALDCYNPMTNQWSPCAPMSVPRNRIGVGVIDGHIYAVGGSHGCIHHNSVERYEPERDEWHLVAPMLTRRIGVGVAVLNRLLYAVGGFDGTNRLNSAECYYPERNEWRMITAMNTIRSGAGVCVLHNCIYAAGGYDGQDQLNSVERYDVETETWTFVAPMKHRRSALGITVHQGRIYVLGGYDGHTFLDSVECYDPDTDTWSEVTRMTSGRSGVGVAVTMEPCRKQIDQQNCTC
MOR-DOR inv ag: inverse agonists of MOR-DOR heterodimerization, primary screen, cell-based, luminescence; Mu-type opioid receptor (Homo sapiens) + Delta-type opioid receptor (Homo sapiens), …; cell-based MOR-DOR heterodimer luminescence, inverse agonism; inhibition, % at 9.3 µM; 340,000 tested, 0.21% active; AID 504357, 2011; in the data active = inhibition above about 22%, passing the limit was not always enough;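 also: 0% = cells with DMSO and 100% = wells without cells with DMSO; values of inactives mirror those of a sister screen read the other way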
LANA DNA inh: inhibitors of KSHV C-LANA binding to DNA, primary screen, biochemical, fluorescence polarization, FAM-LBS DNA, MBP-C-LANA, single point; AID 504423, 2011; inhibition, % at 9 µM; 340,000 tested, 0.078% active;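 active = highest replicate inhibition at or above 60% at 9 µM, even if other replicates fall short; inactive = all replicates below 60% inhibition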;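 also: 0% = neutral control wells and 100% = 4 µM acridine orange control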
HTR5A inv ag: HTR5A inverse agonists in luminescence cell assay, primary screen, counter-screen for OPRM1-OPRD1 heterodimer inverse agonist project, full-deck HTS; AID 504634, 2011; HTR5A cell line, inverse agonism; 340,000 tested, 0.083% active; 5-hydroxytryptamine receptor 5A (Homo sapiens), P47898; inhibition, % at 9.3 µM; in the data active = inhibition mostly above about 23%, no sharp cut-off; inactive = mostly below about 18%;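 also: 0% = cells with DMSO and 100% = no-cell wells with DMSO; some compounds called inactive have numbers as strong as hits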
* hit, by the source's call; · = no result given. Compounds were not picked by outcome; any-hit rate near 2.8%.

SMILES	CAL-PDZ inh HTS	V-ATPase pHluor	OPRM1-OPRD1 ag	cardiac RTF act	RTF Ca sens inh	HTR5A ag	Keap1-Nrf2 PPI	MOR-DOR inv ag	LANA DNA inh	HTR5A inv ag
O=C(CSc1nc(-c2ccccc2)cc(C(F)(F)F)n1)NCc1cccs1	0	-1	0.9	7	3	5	-1	-5	-1.3	-38
Cn1nc(C(C)(C)C)c(NC(=O)c2cccs2)c1C(C)(C)C	-3	-1	-0.8	0	-16	-1	0	4	-0.7	-31
Clc1cccc(CN2C3=NCCCN3c3ccccc32)c1	0	1	-1.7	-3	-1	-1	-3	8	-0.4	5
CC(C)C[C@@H]1CN=C(N)N1C[C@@H]1CCCN1C[C@H](C)N1C[C@@H](Cc2ccccc2)N(CCCC2CCCC2)C1=N	0	2	-1.7	-1	3	9	1	9	1.9	-4
O=C(O)c1cccc(Nc2nc3ccccc3nc2NS(=O)(=O)c2ccccc2)c1	·	-2	-1.6	0	2	-2	-3	8	0.3	6
Cc1ccc(S(=O)(=O)NC(=O)COc2ccc([N+](=O)[O-])cc2)cc1	-1	1	-3.2	-3	0	5	-1	16	-1.1	-12
CCC(C)(C)NC(=O)CN(C(=O)CNS(=O)(=O)c1ccc(C)cc1)c1ccc2c(c1)OCCO2	-3	6	-0.9	3	-2	-3	-2	5	0.2	8
O=C(C1CCCO1)N(c1ccc(F)cc1)C1C=CS(=O)(=O)C1 (stereo unspecified)	-3	1	-1.7	3	-5	-3	-2	8	-0.8	26
O=C(CN1CSCC1=O)N1CCN(S(=O)(=O)c2cccc(F)c2)CC1	-1	-6	-1.8	-1	3	0	0	7	-1.2	-1
CSc1nnc(-c2ccccc2N=Cc2c(C)[nH]n(-c3ccccc3)c2=O)c(=O)[nH]1	-4	-2	-2.6	2	-5	-4	-1	14	-1.1	10
COc1ccc(Cl)cc1C(=O)CSc1nnnn1C1CCCC1	-3	0	0.1	4	-6	-3	-5	-1	-0.6	7
O=C(O)c1cn(C2CC2)c2cc(N3CCN(S(=O)(=O)c4ccc5c(c4)OCCO5)CC3)c(F)cc2c1=O	·	2	-1.7	-3	1	3	4	9	0.3	-7
Cc1cc(C(C)(C)C)oc1C(=O)O	-7	-1	-2.5	1	7	2	-4	13	-1.1	8
CC(C(=O)O)N1C(=O)C2C3CC(C2C1=O)C1C(c2ccccc2)c2sc(=O)[nH]c2SC31 (stereo unspecified)	-7	1	-2.8	3	-3	6	-6	12	1.2	-10
O=C(c1ccc2nc(Cc3cccc(Cl)c3)oc2c1)N1CCC(O)CC1	-4	1	-2.3	3	-2	-11	3	9	-0.8	27
C/C(=N/NC(=O)c1nnn(-c2nonc2N)c1COc1ccccc1)c1ccccc1	-3	-5	2.4	6	6	-3	5	-13	2.2	12
CCCCOc1ccc(-c2nnc(-c3cc[n+](C)cc3)o2)cc1	-10	-5	-3.0	5	1	-1	-5	15	-2.1	15
Cc1ccc(NC(=O)CNc2cccc(S(=O)(=O)N3CCOCC3)c2)cc1F	-3	0	-0.6	-13	-6	-2	-5	3	1.4	4
CN(C)CCCN(C(=O)c1ccc2c(c1)OCCO2)c1nc2cc3c(cc2s1)OCO3	-3	-2	-0.2	4	-4	-1	3	1	-3.2	-43
O=C(Nc1ccccc1)c1cccc(N2C(=O)C3C4C=CC(C5CC45)C3C2=O)c1 (stereo unspecified)	-3	-5	-0.2	7	-2	-6	3	1	-0.5	2
Nc1c(Cl)cc(Cl)cc1C(=O)OCC(=O)NC1CC1	0	-3	1.7	-3	-14	2	0	-9	0.4	-19
CC(C)CNC(=O)CC(=O)NN=C1CCCC1	1	0	-2.7	4	-3	-4	-1	12	-1.2	-3
COCCN1CCC(CNCc2cn[nH]c2-c2ccc(C)c(C)c2)C1 (stereo unspecified)	3	-1	0.4	-3	-1	-6	-6	-2	0.1	16
CCc1ccc(S(=O)(=O)NCCc2csc(-c3ccccc3)n2)s1	-3	1	3.9	-9	-5	3	-3	-23	0.8	-1
CC(Sc1n[nH]c(=O)[nH]c1=O)C(=O)OCc1ccccc1 (stereo unspecified)	-2	3	-0.5	-6	-7	-3	1	2	2.6	10
COC(=O)C[C@H]1c2ccccc2S(=O)(=O)N1Cc1ccc(OC)cc1	-4	6	-0.7	-2	-4	8	-1	4	1.0	-23
COc1ccc(NC(=O)C(CC(=O)O)Cc2ccc(Cl)cc2)cc1 (stereo unspecified)	-5	-1	-1.7	-4	-6	1	-4	8	0.2	-6
Fc1ccc2[nH]c3c(NCCN4CCOCC4)ncnc3c2c1	-3	3	-0.3	-5	3	0	-2	2	-1.3	-10
CCOC(=O)C1=C(CC)OC(N)=C(C#N)C1c1cc(OC)ccc1OC (stereo unspecified)	·	-1	-3.0	-4	-5	1	-4	15	-0.9	-3
CC1(N2CCCCC2)C(=O)c2ccccc2C1=O	-3	0	-0.8	1	-10	-6	-5	5	-0.3	15
CC(C)C(=NO)c1ccccc1	0	0	-1.6	-4	-13	0	1	8	-1.2	-1
O=C(Nc1ccccc1-c1ccccc1)c1cccc([N+](=O)[O-])c1	-1	-1	1.1	3	14	4	-5	-6	-1.3	-30
COc1ccc(OC)c2[nH]c(=O)c(CCNC(=O)C(=O)c3c[nH]c4ccccc34)cc12	-2	1	0.6	-2	-18	1	-5	-5	-0.1	-3
CCOc1ccccc1-n1c(COc2ccc(C)cc2)nnc1SCC(N)=O	-5	0	-3.0	1	-1	2	2	16	-0.5	-16
Cc1ccc(S(=O)(=O)N2CCCCC2)cc1NC(=O)C1CC(=O)N(Cc2ccccc2)C1 (stereo unspecified)	-3	0	-4.4	-2	10	1	-2	23	1.8	-4
Cc1n[nH]c(=O)c2c(NC(=O)CSc3ncccn3)oc(C)c12	-4	-4	-4.0	-1	-12	2	1	21	-0.5	-5
O=C(O/N=C(\c1ccccc1)c1ccncc1)c1ccccc1F	3	-1	-2.8	6	1	0	-3	14	1.4	-1
CC1CC(C)CN(S(=O)(=O)N2CCCC(C(=O)NCCCN3CCOCC3)C2)C1 (stereo unspecified)	-3	4	-2.1	-8	2	1	3	11	-1.8	-7
CC1c2cccn2CCN1S(=O)(=O)c1ccccc1 (stereo unspecified)	-5	-1	-0.1	6	-6	-1	0	0	-0.3	3
Cc1ccccc1C(=O)Nc1cccc(-c2cn3ccccc3n2)c1	-15	3	·	·	·	·	-1	·	0.0	·
O=C(C=Cc1cccs1)c1cccs1	·	3	-2.4	-3	-1	-1	-1	13	-0.2	5
COc1ccc(CN(C)Cc2nc(Cc3cccc(F)c3)no2)c2cccnc12	5	0	1.6	-1	-2	2	-1	-9	0.5	-6
CC1(c2cccc(Br)c2)NC(=O)N(CC(=O)Nc2ccc3c(c2)OCCO3)C1=O (stereo unspecified)	-2	-2	-1.1	1	1	5	-3	4	1.4	14
COc1ccc(CCn2c(-c3cc([N+](=O)[O-])cc([N+](=O)[O-])c3)nc3nc4ccccc4nc32)cc1OC	0	0	1.9	-4	-1	2	-1	-10	0.4	0
C=CCc1c(C)nc(N2CCSCC2)[nH]c1=O	·	-3	-0.9	8	0	-2	-3	5	·	5
Cc1ccc(-c2nc(CS(=O)(=O)CC(=O)N3CCN(C)CC3)c(C)o2)cc1	-3	-2	-3.1	-3	-6	-1	1	17	0.5	-3
COc1cc(C2c3cc4c(cc3OC(NNC(N)=O)C2C)OCO4)cc(OC)c1OC (stereo unspecified)	-3	0	-0.8	-1	2	6	-2	3	0.5	-23
CC1=NN(C(N)=S)C(=O)C1N=Nc1ccccc1 (stereo unspecified)	-3	-6	-2.4	4	2	1	-2	12	0.6	15
CCc1ccccc1NC(=S)NC1CC2CCC(C1)N2Cc1ccc(F)cc1 (stereo unspecified)	-3	-2	-3.2	3	2	3	-9	15	-0.9	-9
Nc1c(Cl)cc(NC(=O)c2ccccc2C(=O)O)cc1Br	-3	1	-2.4	2	1	0	-2	14	-1.2	1
COc1ccc(CN2CC(C(=O)NCCCN3CCN(Cc4ccccc4)CC3)CC2=O)cc1 (stereo unspecified)	0	-1	-0.4	1	-6	0	-6	2	1.4	-8
Cc1ccc(C(=O)N[C@H](C(=O)OCc2nnc(-c3ccccc3)o2)C(C)C)cc1	50*	1	-1.9	2	-6	6	-4	10	-0.7	0
CCCn1nc(C(=O)N2CC(=O)Nc3ccccc32)c2ccccc2c1=O	-3	-3	-2.0	-3	3	5	-1	13	11	0
CC(Oc1ccc2c3c(c(=O)oc2c1)CCCC3)C(=O)NCc1ccncc1 (stereo unspecified)	-4	-2	-2.8	-4	1	-1	-1	15	3.0	5
Cc1ccc(NC(=O)Cc2nn(C)c(=O)c3ccccc23)cc1F	-1	14	2.3	3	-9	7	1	-10	1.5	-7
COc1ccc(-c2cnc(N)n2CC2CCCO2)cc1 (stereo unspecified)	0	-1	-3.4	-2	-3	1	-7	17	-2.2	-4

(further entries)
SMILES	CAL-PDZ inh HTS	V-ATPase pHluor	OPRM1-OPRD1 ag	cardiac RTF act	RTF Ca sens inh	HTR5A ag	Keap1-Nrf2 PPI	MOR-DOR inv ag	LANA DNA inh	HTR5A inv ag
Cc1ccc(S(=O)(=O)N(Cc2cc3ccccc3[nH]c2=O)c2cccc(C)c2)cc1	0	6	-1.3	-5	-2	7	3	7	-0.5	-22
CCN(CC(=O)Nc1ccc2c(c1)OCCO2)C(=O)/C=C/c1ccccc1	1	0	-3.5	2	7	3	2	18	-0.5	39
CCOC(=O)c1nn(-c2ccccc2F)c(C)c1C(C)=O	1	-6	1.4	0	0	-1	0	-8	-3.9	-12
COc1ccc(Nc2nc(C(=O)NCCCN3CCOCC3)cs2)cc1	-2	-2	-1.6	-2	3	1	0	8	0.1	-2
CN(Cc1ccccc1)C(=O)COC(=O)Cc1ccc(Cl)cc1	-2	6	-3.5	1	-17	-3	-1	18	1.8	13
O=C(O)c1ccc(-n2nncc2-c2ccco2)cc1	·	2	0.8	-5	-4	1	2	-7	0.7	-16
